Screening results: PubChem BioAssay, several laboratories
PhoP inhibition: inhibitors of PhoP regulon expression, primary screen, Salmonella Typhimurium, GFP reporter (AID 1863). S. Typhimurium PhoP-regulated promoter GFP reporter, 4 h; higher % means a stronger effect. inhibition, % at 50 µM; hits with a dose series show IC50 in µM. hit rate 0.16% among 300,000;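 active means inhibition over 29.93%, a cutoff 3 SD above the screen mean, later confirmed by dose response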;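 further: 0% = low Mg2+ inducing control and 100% = high Mg2+ repressing control; strong numbers were not always called active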
MgcRacGAP inhibition: MgcRacGAP GTPase-activating activity inhibitors, confirmation, biochemical, ADP Hunter fluorescence | inhibition, % at 30 µM; hits with a dose series show IC50 in µM | hit rate 0.6% among 340,000 | Rac GTPase-activating protein 1 (Homo sapiens) | MgcRacGAP-stimulated Rac1 GTP hydrolysis, ADP Hunter fluorescence; higher % means a stronger effect; GST-tagged Rac1 F28L mutant substrate;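 active means first-screen hits whose inhibition reached a set limit at any dose in the follow-up dose series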;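 further: fluorescence reports GDP produced by GAP-driven GTP hydrolysis; strong numbers were not always called active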
K1F lysis inhibition: inhibition of K1F phage lysis, E. coli UTI89, bacterial capsule biogenesis inhibitors, alamar blue (AID 488966). E. coli UTI89 K1F phage lysis, alamar blue, 2 h; higher % means a stronger effect. inhibition, % at 100 µM, or IC50 in µM where a hit was titrated. hit rate 0.02% among 340,000;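 active means phage lysis inhibition, versus mean bacterial control, above a set limit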;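 further: capsule biogenesis inhibitors block K1F phage lysis so surviving cells raise fluorescence; higher fluorescence means more inhibition of phage lysis; actives were called in the ten point dose series up to 300 µM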
RSV antiviral HEp-2: RSV antiviral activity via CPE protection, HEp-2 cells, primary 10 µM value included (AID 2391); HEp-2 cells, RSV-induced CPE inhibition; higher % means a stronger effect; hit rate 0.13% among 310,000; one-dose CPE inhibition, % at 10 µM; IC50 in µM for titrated hits; in the data active means a potency from the dose series; further: strong numbers were not always called active
NS5 inhibitors: Dengue-2 NS5 methyltransferase inhibitors, primary screen, biochemical, confirmation dose response (AID 588689) | Genome polyprotein (Dengue virus type 2 (strain 16681-PDK53)) | Dengue-2 NS5 methyltransferase capping enzyme assay, biochemical; higher % means a stronger effect | inhibition, % at 25 µM; hits with a dose series show IC50 in µM | hit rate 0.3% among 340,000; in the data active means a potency from the dose series
SV40 large T antigen: SV40 large T antigen inhibitors, biochemical (AID 1903) | SV40 large T antigen ATPase/helicase inhibition assay; higher % means a stronger effect | inhibition, % at 20 µM, or IC50 in µM where a hit was titrated | hit rate 0.39% among 310,000; in the data active means a potency from the dose series; further: strong numbers were not always called active
West Nile virus CPE: West Nile virus antiviral activity, cell-based, CPE readout (AID 1621); West Nile virus-infected cells, CPE inhibition; higher % means a stronger effect; one-dose CPE inhibition, % at 10 µM; IC50 in µM for titrated hits; hit rate 0.02% among 290,000; in the data active means a potency from the dose series; further: strong numbers were not always called active
NTR1 ag: agonists of NTR1, primary screen, imaging, U2OS cells, beta-arrestin-GFP, high content (AID 493036); NTR1-U2OS beta-arrestin-GFP spot imaging, agonist mode; activation, % at 20 µM; hit rate 0.17% among 330,000;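 active means activation at or above 40% of the spot to cytoplasm intensity ratio, with at least 20 cells analyzed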;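 further: 0% = DMSO without peptide and 100% = 100 nM NTR1 peptide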
Target sequence (P30989 whole entry, looked up): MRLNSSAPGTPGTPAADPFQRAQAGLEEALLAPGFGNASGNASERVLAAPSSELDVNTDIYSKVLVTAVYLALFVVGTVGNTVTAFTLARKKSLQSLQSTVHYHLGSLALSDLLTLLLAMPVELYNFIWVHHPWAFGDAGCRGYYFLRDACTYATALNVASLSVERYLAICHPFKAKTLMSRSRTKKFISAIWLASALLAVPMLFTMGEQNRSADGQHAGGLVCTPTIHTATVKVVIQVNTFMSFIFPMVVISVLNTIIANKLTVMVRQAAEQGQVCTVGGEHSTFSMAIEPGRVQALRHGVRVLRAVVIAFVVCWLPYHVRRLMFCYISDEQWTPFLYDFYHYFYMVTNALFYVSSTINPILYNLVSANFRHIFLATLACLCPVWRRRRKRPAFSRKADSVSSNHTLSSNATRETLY
T cell modulator: modulators of CD8 T cell-vesicle binding, primary screen, mouse 2C CD8+ T cells, flow cytometry | 2C CD8+ T cell-vesicle binding; stronger effect = lower value | calls only at 7 µM | hit rate 0.068% among 330,000;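 active means response, share of CD8 T cells binding vesicles, and their 90th percentile fluorescence all below set limits, cut at about 80% in these data, passing the limit was not always enough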
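Read-out – percent CD8+ FL2 mean versus row control · System – murine 2C transgenic CD8+ T lymphocytes · Times – 1.5 h cell–vesicle binding at 37 °C, then 20 min icy labelling · Control set – naked vesicles low, QL9 vesicles with vehicle high · Detection – cytometric PE anti-B7-1 and Alexa647 anti-CD8 signals after 1% paraformaldehyde fixation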
T cell modulator vesicle-bound %: second read-out of T cell modulator, no call of its own (marks repeat the call); double positive events, %; measured here: CD8+ vesicle-bound cell fraction;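 binding gate set so that unloaded-vesicle control wells show 10% double positive cells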
NTR1 ag cell count 20 µM: also measured in NTR1 ag; calls as there; cell count; measured here: cell count, cytotoxicity flag
NS5 inhibitors pilot replicate: also measured in NS5 inhibitors; calls as there; inhibition, %; measured here: pilot screen replicate inhibition
* marks the source's active call; other numbers are inactive results; i = inactive; · = no result given; [ ] = another dose, or the depositor's remark.

SMILES	PhoP inhibition	MgcRacGAP inhibition	K1F lysis inhibition	RSV antiviral HEp-2	NS5 inhibitors	SV40 large T antigen	West Nile virus CPE	NTR1 ag	NTR1 ag cell count 20 µM	T cell modulator	T cell modulator vesicle-bound %	others
N#C/C(=C\c1ccc(N2CCCC2)c([N+](=O)[O-])c1)c1nc2ccccc2[nH]1	-1%	5%	0.5%	4.6%	-18%	9%	-0.6%	2.6	81	i	54	NS5 inhibitors pilot replicate=-9.7
C=CCOc1ccc(/C(O)=C2\C(=O)C(=O)N(CCN(C)C)C2c2cccs2)cc1 (stereo not given)	-2%	11%	4.5%	0.8%	1%	4%	0.7%	1.4	58	i	34
O=C(COC(=O)c1nc(Cl)ccc1Cl)Nc1ccc2[nH]c(=O)[nH]c2c1	2%	4%	0.6%	-1.2%	1%	2%	·	-0.1	47	i	21
CC(NC(=O)COC(=O)CNC(=O)c1ccccc1Cl)C1CC2CCC1C2 (stereo not given)	·	8%	0.3%[50 µM]	0.6%	-5%	·	·	-0.1	54	i	3
CCN1CCN(C(=O)C2CCN(c3nnc(C)c4c(C)n(-c5ccc(C)cc5)nc34)CC2)CC1	4%	14%	-0.1%	-3.3%	-28%	0%	-1.0%	-0.3	62	i	45
N#CC1=C2SCN(Cc3ccccc3)CN2C(=O)CC1c1ccccc1F (stereo not given)	15%	11%	-0.3%	2.3%	10%	35%	0.1%	0.8	60	i	14
COc1cccc(C(=O)NC(C)c2ccc(Br)cc2)c1 (stereo not given)	-1%	1%	10%	1.1%	2%	16%	-0.6%	-0.5	44	i	50
COc1cc(C2C(C#N)=C(N)N(Nc3ccccc3)C3=C2C(=O)CC(C)(C)C3)ccc1OCc1ccccc1 (stereo not given)	-7%	3%	6.5%	-2.4%	-1%	32%	-0.6%	0.1	44	i	15
CS(=O)(=O)N(CC(=O)NCc1ccncc1)c1ccc(F)c(Cl)c1	-5%	4%	-1.1%	0.2%	0%	2%	0.2%	1.7	52	i	37
Cc1ccc2ccc3cccc4ccc1c2c34	·	4%	-0.5%	3.0%	-2%	·	·	7.2	44	i	42
COc1ccc(C2(CNC(=O)c3ccc(N)cc3)CCCC2)cc1	3%	15%	0.2%	1.9%	-7%	3%	-0.6%	0.2	64	i	54	NS5 inhibitors pilot replicate=1.5
COc1ccc(Cc2nnc(NC(=O)CS(=O)(=O)c3ccc(C)cc3)s2)cc1OC	8%	6%	-0.4%	1.6%	-2%	-1%	1.1%	-0.4	45	i	18
COCCN(C(=O)CSc1nc(-c2ccccc2)cn1N)c1c(N)n(Cc2ccccc2)c(=O)[nH]c1=O	0%	1%	0.6%[50 µM]	-0.2%	-12%	13%	·	0.4	65	i	46
CCCn1nc(NS(=O)(=O)c2cccc3nonc23)c2cc3cccc(C)c3nc21	-7%	8%	-0.6%	9.5%	40µM*	22%	-0.4%	3.9	67	i	8
CN(c1cccc(Cl)c1)S(=O)(=O)c1cccc(C(=O)NCc2ccncc2)c1	·	8%	1.5%	·	-7%	·	·	2.6	56	i	36
Cc1ccc2c(c1)c1c(n2CC2COC(C)(C)O2)C(=O)CCC1 (stereo not given)	2%	8%	-0.1%	0.6%	-17%	-1%	0.4%	3.1	84	i	43
COc1cccc(/C=N/NC(=O)Cn2cnc3c2c(=O)n(C)c(=O)n3C)c1	-1%	·	·	·	·	4%	0.3%	0.3	49	i	25
NC(=O)Nc1ccc(C(=O)OCC(=O)N2CCCC2=O)cc1	·	4%	1.2%[50 µM]	0.7%	-5%	·	·	3.0	75	i	36
CCCC1CC(CSC(=N)N)OC1=O (stereo not given)	2%	10%	0.7%[50 µM]	1.3%	-3%	-3%	-0.1%	-0.5	68	i	17
CCOC(=O)C1CCCN(C(=O)c2cc(-c3ccccc3)nc3ccccc23)C1 (stereo not given)	-10%	4%	0.2%	0.0%	4%	6%	0.2%	-0.6	41	i	63
O=C(/C=C\c1ccco1)NC(=S)Nc1ccccc1O	3%	15%	1.7%	-1.4%	0%	24%	-0.1%	-1.8	63	i	42
Cc1ccccc1OCCC(=O)OCC(=O)Nc1c(C)nn(-c2ccccc2)c1C	2%	-1%	0.5%[50 µM]	0.0%	-1%	-1%	·	-0.9	65	i	31
Cc1cc(C)cc(NC(=O)Nc2cc(-c3ccccc3)nn2C)c1	-2%	10%	-0.1%	-0.2%	-11%	17%	0.2%	1.3	71	i	18
COc1ccccc1NC(=O)CCNS(=O)(=O)c1ccc2[nH]c(=O)oc2c1	-2%	-20%	0.1%	·	7%	14%	1.1%	0.1	68	i	28
COc1cc(C(=O)NCC(c2ccco2)N(C)C)cc(OC)c1OC (stereo not given)	-6%	5%	1.4%	0.7%	-1%	14%	·	0.6	36	i	47

Brought forward from above: 2 entries; new compounds follow.
SMILES	PhoP inhibition	MgcRacGAP inhibition	K1F lysis inhibition	RSV antiviral HEp-2	NS5 inhibitors	SV40 large T antigen	West Nile virus CPE	NTR1 ag	NTR1 ag cell count 20 µM	T cell modulator	T cell modulator vesicle-bound %	others
COc1ccccc1NC(=O)CCNS(=O)(=O)c1ccc2[nH]c(=O)oc2c1	-2%	-20%	0.1%	·	7%	14%	1.1%	0.1	68	i	28
COc1cc(C(=O)NCC(c2ccco2)N(C)C)cc(OC)c1OC (stereo not given)	-6%	5%	1.4%	0.7%	-1%	14%	·	0.6	36	i	47
O=C(NC1CC2CCCC(C1)N2Cc1ccccc1)c1ccc([N+](=O)[O-])cc1 (stereo not given)	-3%	0%	-0.4%	0.1%	1%	14%	-0.6%	-0.2	55	i	44
c1ccc2occc2c1	·	2%	3.3%	·	-4%	·	·	-2.0	62	i	10
Cc1nnc(SCC(=O)NC2CCCCCC2)n1N	·	2%	0.6%[50 µM]	0.9%	-1%	·	·	-2.4	58	i	19
O=C(C1CC1)N1CCc2cc(Br)cc(S(=O)(=O)NCCCN3CCCCC3)c21	-7%	3%	0.2%	1.0%	-7%	13%	0.0%	-0.2	52	i	17
CCC(=O)NCCc1nc2ccccc2n1Cc1ccc(C)cc1	0%	4%	0.2%	0.8%	-1%	11%	-0.8%	-1.3	94	i	58	NS5 inhibitors pilot replicate=4.2
O=C(O)c1cc(-c2cc(C(=O)O)c3ccccc3n2)nc2ccccc12	2%	·	·	3.0%	·	18%	0.2%	·	·	i	12
Cc1csc2nc(O)c(C(=O)NCCN3CCOCC3)c(=O)n12	-6%	5%	1.3%[50 µM]	-0.1%	-9%	8%	·	0.3	48	i	55
CCOC(=O)COc1nc(-c2ccccc2)cc(-c2ccco2)c1C#N	-11%	13%	-0.1%	1.6%	-12%	-1%	0.2%	9.0	62	i	32
O=S(=O)(c1ccc(NC(=S)N2CCN(c3ccccc3F)CC2)cc1)N1CCOCC1	0%	5%	-1.0%	17%	-5%	12%	-0.5%	3.2	46	i	60
CCCCOc1ccc(C(=O)Oc2cccnc2)cc1	8%	4%	0.4%	1.5%	1%	0%	-0.7%	0.5	82	i	9
COc1ccc(NC(=O)CCNS(=O)(=O)c2cc(Br)cnc2N)cc1OC	-3%	8%	0.3%	1.0%	-5%	11%	-0.4%	1.4	51	i	39
O=C(NCC(=O)N(c1cccnc1)C(C(=O)NC1CCCC1)c1cccs1)c1ccco1 (stereo not given)	-8%	8%	-3.6%	0.1%	2%	10%	-0.6%	-1.0	42	i	23
CC(=O)n1c(-c2ccccc2)c(-c2ccccc2)n(C)c1=O	·	10%	0.5%	·	-4%	15%	·	1.3	48	i	32
Cc1c(NC(=O)[C@@H](NC(=O)c2ccc(Cl)c([N+](=O)[O-])c2)C(C)C)c(=O)n(-c2ccccc2)n1C	·	1%	-4.3%	·	-5%	·	·	3.0	64	i	56
C=C(C)CSc1nnc([C@@H]2CCCN2C(=O)OC(C)(C)C)o1	-8%	6%	0.4%	3.1%	-2%	8%	-0.3%	-1.5	93	i	7
O=C1/C(=C/c2ccncc2)SC(=S)N1N1CCOCC1	1%	11%	-0.9%	·	2%	27%	0.0%	0.7	37	i	33
O=Cc1cnc(N2CCCCC2)s1	-5%	-1%	0.7%	-0.5%	-7%	3%	0.6%	-0.1	50	i	15
CCOc1nc(NCCO)nc(Nc2cc(Cl)ccc2OC)n1	-8%	1%	0.4%	5.9%	-4%	14%	0.1%	2.7	96	i	52
N#Cc1c(Nc2ccccc2)s[nH]c1=O	-8%	80µM*	0.5%	·	-18%	34%	0.6%	-1.4	54	i	26
COc1cc(C2NC(=S)NC3=C2CCc2ccccc23)cc(OC)c1OC (stereo not given)	5%	4%	0.6%[50 µM]	0.6%	6%	-16%	-0.1%	0.2	32	i	41

Among those listed so far, five contain a cyano group:
SMILES	PhoP inhibition	MgcRacGAP inhibition	K1F lysis inhibition	RSV antiviral HEp-2	NS5 inhibitors	SV40 large T antigen	West Nile virus CPE	NTR1 ag	NTR1 ag cell count 20 µM	T cell modulator	T cell modulator vesicle-bound %	others
N#C/C(=C\c1ccc(N2CCCC2)c([N+](=O)[O-])c1)c1nc2ccccc2[nH]1	-1%	5%	0.5%	4.6%	-18%	9%	-0.6%	2.6	81	i	54	NS5 inhibitors pilot replicate=-9.7
N#CC1=C2SCN(Cc3ccccc3)CN2C(=O)CC1c1ccccc1F (stereo not given)	15%	11%	-0.3%	2.3%	10%	35%	0.1%	0.8	60	i	14
COc1cc(C2C(C#N)=C(N)N(Nc3ccccc3)C3=C2C(=O)CC(C)(C)C3)ccc1OCc1ccccc1 (stereo not given)	-7%	3%	6.5%	-2.4%	-1%	32%	-0.6%	0.1	44	i	15
CCOC(=O)COc1nc(-c2ccccc2)cc(-c2ccco2)c1C#N	-11%	13%	-0.1%	1.6%	-12%	-1%	0.2%	9.0	62	i	32
N#Cc1c(Nc2ccccc2)s[nH]c1=O	-8%	80µM*	0.5%	·	-18%	34%	0.6%	-1.4	54	i	26

2 consecutive compounds out of the list so far, for reference:
SMILES	PhoP inhibition	MgcRacGAP inhibition	K1F lysis inhibition	RSV antiviral HEp-2	NS5 inhibitors	SV40 large T antigen	West Nile virus CPE	NTR1 ag	NTR1 ag cell count 20 µM	T cell modulator	T cell modulator vesicle-bound %	others
O=C(NC1CC2CCCC(C1)N2Cc1ccccc1)c1ccc([N+](=O)[O-])cc1 (stereo not given)	-3%	0%	-0.4%	0.1%	1%	14%	-0.6%	-0.2	55	i	44
c1ccc2occc2c1	·	2%	3.3%	·	-4%	·	·	-2.0	62	i	10
